# PGC1a acetyl inh = inhibitors of PGC1a acetylation signal, primary screen, cell-based, U2OS, AlphaScreen, inhibitor mode; AlphaScreen anti-acetyl-lysine; with virally co-expressed GCN5 acetyltransferase; inhibition, % at 15.6 µM; 0.17% of 350,000 active; AID 651687, 2012;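 active = every replicate shows inhibition of at least 40%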;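 also: 0% = neutral control wells and 100% = positive control wells; some results beyond the cut were filed as inactive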
# miR-122 sensor = miR-122 Renilla sensor signal increase in Huh7, primary screen, miR-122 inhibitor project, cell-based, single point, plate reader. 0.3% of 340,000 active. Huh7 miR-122 Renilla luciferase sensor, 48 h; neutral wells = 0, positive control = 100. activation (reporter increase), % at 12.5 µM. AID 602342, 2012;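 active = mean replicate activation score at least 90 and every replicate individually at or above 90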;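 also: higher luciferase means less miR-122 activity so hits act as miR-122 inhibitors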
# RAD52 inh = RAD52 DNA annealing inhibitors, primary screen, biochemical, FRET, single point, set 2. DNA repair protein RAD52 homolog (Homo sapiens), P43351. recombinant RAD52 DNA annealing, FRET fluorescence. inhibition, % at 18.7 µM. 0.46% of 360,000 active. AID 651710, 2012;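 active = every replicate showing at least 50% inhibition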
# Target sequence (P43351 whole entry, looked up): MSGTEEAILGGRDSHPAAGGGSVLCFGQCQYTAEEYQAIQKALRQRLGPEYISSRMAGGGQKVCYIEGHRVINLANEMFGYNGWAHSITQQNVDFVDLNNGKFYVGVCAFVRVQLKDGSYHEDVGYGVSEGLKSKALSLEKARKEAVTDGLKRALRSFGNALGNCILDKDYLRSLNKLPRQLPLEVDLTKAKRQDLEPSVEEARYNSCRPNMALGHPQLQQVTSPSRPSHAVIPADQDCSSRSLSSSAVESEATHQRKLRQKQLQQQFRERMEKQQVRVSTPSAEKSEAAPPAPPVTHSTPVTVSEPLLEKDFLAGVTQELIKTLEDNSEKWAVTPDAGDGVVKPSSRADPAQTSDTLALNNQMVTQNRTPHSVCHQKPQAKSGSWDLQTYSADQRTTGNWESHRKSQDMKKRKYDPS
# PglD DTNB = C. jejuni PglD acetyltransferase inhibitors, primary screen, biochemical, DTNB colorimetric, single point | purified PglD enzyme, DTNB colorimetric CoA detection | inhibition, % at 12.5 µM | 0.098% of 360,000 active | AID 602405, 2012; in the data active = inhibition above about 16%, passing the limit was not always enough; also: strong numbers were not always called active
# ERAP1 inh = human ERAP1 aminopeptidase inhibitors, primary screen, biochemical, single point, plate reader; Endoplasmic reticulum aminopeptidase 1 (Homo sapiens), Q9NZ08; recombinant ERAP1, Leu-AMC fluorescence, 60 min; inhibition, % at 10.7 µM; 0.15% of 340,000 active; AID 652197, 2013;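 active = mean replicate inhibition of at least 30%, or all replicates individually reaching that 30% level; inactive = mean below 30% and not every replicate reaching it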;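 also: 0% = neutral control wells and 100% = L-leucinethiol positive control wells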
# Cneo AK release = Cryptococcus neoformans cell lysis inducers, primary screen, AK release luminescence, single concentration; AID 651654, 2012; 0.2% of 360,000 active; C. neoformans lysis, adenylate kinase release luminescence, 4 h; normalised: neutral wells 0, clomiphene wells 100; lysis activity, % at 15 µM;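 active = mean lysis activity across replicates of at least 80%, whatever share of replicates individually reach that level; inactive = mean lysis activity below 80%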
#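 Signal: Adenylate kinase release luminescence | Assay system: Log-phase Cryptococcus neoformans yeast cells | Input: Cells at 5 × 10^6 per mL | Buffer or medium: Fresh YPD growth medium | Compound: Single dose | Schedule: Static 4 h at 37 °C with compound, 1 h detection | Controls: Clomiphene | Read-out: Luminescence rise reflecting yeast cell lysis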
# E-selectin induc = E-selectin induction in HUVECs, primary screen, imaging, HUVEC, immunofluorescence imaging, single point; P16581; normalized: neutral wells 0, TNF-alpha wells 100; activation, % at 7.58 µM; 0.37% of 260,000 active; AID 686992, 2013;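 active = mean E-selectin-positive cell signal at least 10% of the positive control, reached in at least 60% of replicates, without over 20% cell loss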;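 also: in these data hits start at about 27%; measured in HUVEC primary endothelial cells; signal is the percent of cells scored E-selectin positive by PE staining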
# Target sequence (P16581 whole entry, looked up): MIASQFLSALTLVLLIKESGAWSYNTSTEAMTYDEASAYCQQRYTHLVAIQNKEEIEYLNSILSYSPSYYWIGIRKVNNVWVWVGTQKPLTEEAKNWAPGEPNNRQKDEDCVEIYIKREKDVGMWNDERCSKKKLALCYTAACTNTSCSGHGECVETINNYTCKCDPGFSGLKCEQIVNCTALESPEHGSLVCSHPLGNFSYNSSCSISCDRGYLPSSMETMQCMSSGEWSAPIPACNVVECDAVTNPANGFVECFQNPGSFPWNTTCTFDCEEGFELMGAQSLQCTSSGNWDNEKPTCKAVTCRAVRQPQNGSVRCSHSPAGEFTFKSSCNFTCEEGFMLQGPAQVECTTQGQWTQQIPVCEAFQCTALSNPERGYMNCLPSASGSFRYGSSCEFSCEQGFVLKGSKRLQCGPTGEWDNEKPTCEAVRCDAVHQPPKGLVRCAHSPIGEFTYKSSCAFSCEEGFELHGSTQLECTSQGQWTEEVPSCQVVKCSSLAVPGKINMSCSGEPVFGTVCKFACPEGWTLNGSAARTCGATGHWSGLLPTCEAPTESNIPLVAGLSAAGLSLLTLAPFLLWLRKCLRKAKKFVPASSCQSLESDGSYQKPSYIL
#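 Assay system: HUVEC primary endothelial cells. Input: 3,000 HUVEC seeded per well. Doses: one compound dose added by pin transfer. Read-out basis: % PE-positive cells. Benchmarks: TNF-alpha high, DMSO low. Detection: immunofluorescence imaging. Buffer or medium: EGM-2, gelatin.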
# RAD54 inh = inhibitors of human RAD54 branch migration, primary screen, biochemical, fluorescence, single point; DNA repair and recombination protein RAD54-like (Homo sapiens), Q92698; RAD54 Holliday junction branch migration, FAM/BHQ fluorescence; inhibition, % at 10.4 µM; 0.14% of 360,000 active;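 active = mean normalized replicate activity at least 40 and at least half of replicates scoring 40 or more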;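 also: 0% = median of neutral control wells and 100% = median of positive control wells; inhibitors cause a drop in the FAM fluorescence signal; in these data hits start at about 50%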
# The depositor's hits bear a star; x = no result given; & = joins results of further samples; [ ] = another dose, or the depositor's remark. The order is random; overall some 1.4% were active at least once.
SMILES,PGC1a acetyl inh,miR-122 sensor,RAD52 inh,PglD DTNB,ERAP1 inh,Cneo AK release,E-selectin induc,RAD54 inh
CCc1nn(CC(=O)NCCCN2CCN(CC)CC2)c(=O)c2cc3occc3n12,3,x,-8,2,-1,3,x,1
COCCCn1cnc2oc3nc4ccccc4nc3c2c1=O,-3,-3,x,1,x,2,x,2
CON/C=C(\C=Nc1ccccc1)c1ncc(C(F)(F)F)cc1Cl,x,-12,x,5,x,1,1.2,-5
CCCCNC(=O)c1ccccc1C(=O)NCCCC,1,6,x,-2,x,0,x,-5
Cc1nc(SCc2nc3ccc(C(F)(F)F)cc3[nH]2)c2oc3ccccc3c2n1,0,0,-100,-5,2,-1,0.6,-6
C[C@H]1CN=C(N(C)C)N1CC1CCCC1,-16,3,-6,-6,-4,0,-0.1,-4
COc1ccc(OC)c(CCNC(=O)CN2C(=O)CC(C)(C)S(=O)(=O)c3ccccc32)c1,5,-3,-17,2,-1,1,x,-14
Cc1noc(C)c1NC(=O)N(C)C[C@@H]1OCCCC[C@@H](C)Oc2ccc(NC(=O)NC(C)C)cc2C(=O)N([C@H](C)CO)C[C@@H]1C,-1,-4[16.7 µM],-3,-3,4,8,0.1,8
COc1ccc(CC(=O)NCc2cn3ccsc3n2)cc1,2,0,x,-5,x,-1,x,1
Cc1[nH]c(SCC(=O)Nc2cc(C(N)=O)cc(C(N)=O)c2)nc1Cc1ccccc1,6,x,-10,-1,3,-1,0.2,-5
O=C(NC1CCCC1)N[C@@H]1CC[C@@H](CC(=O)N2CCOCC2)O[C@@H]1CO,9,12[16.7 µM],-10&-2,6,-1&-3,-5,-0.4&0.2,-1
C[C@H](CO)N1C[C@H](C)[C@@H](CN(C)S(=O)(=O)c2ccc(F)cc2)Oc2ccc(NC(=O)NC3CCCCC3)cc2C1=O,-1&-9,0[16.7 µM],-38&0,2&-4,-2&-6,-1&1,11&-0.1,-1&-3
COc1ccc(OC)c(NC(=O)C2CCCC2)c1,-7,0,x,1,x,5,x,-12
C[C@H](O)C#Cc1cnc2c(c1)C(=O)N([C@H](C)CO)C[C@@H](C)[C@H](CN(C)C(=O)Cc1ccccn1)O2,0,3[16.7 µM],-6,1,-2,1,0.6,9
O=C(Oc1cccc([N+](=O)[O-])c1)c1cc(-c2ccccc2)nc2ccccc12,9,1,x,-4,x,-1,x,7
CN1C(=O)c2cc(NC(=O)c3ccccc3)ccc2OC[C@@H]2O[C@@H](CC(=O)O)CC[C@H]21,7,3[16.7 µM],-5,0,2,-18,-0.1,-2
Cc1noc(C)c1COc1ccc(C(=O)N2CCN(c3ccccc3F)CC2)cc1,6,-1,1,x,-4,x,-0.2,x
Cc1ccc(Sc2c(C=O)c3ccccc3n2C)cc1,17,5,x,1,x,4,x,-17
O=C1c2ccccc2C(=O)N1Cc1cc(-c2ccc(Cl)cc2)no1,-1,-5,4,6,4,-1,x,1
CCCSc1ncc(Cl)c(C(=O)Nc2ccc(S(=O)(=O)Nc3ncccn3)cc2)n1,4,2,-6,5,0,2,-0.6,4
CC(C)(CO)NCC(O)COc1ccc2c(c1)CCC2 (stereo not drawn),x,5,x,4,x,5,0.2,5
CN1C(=O)c2cc(NS(=O)(=O)c3ccc(F)cc3)ccc2OC[C@@H]2O[C@@H](CC(=O)NCC(F)(F)F)CC[C@H]21,0,-20[16.7 µM],3,1,-4,1,0.1,-16
CCOC(=O)c1c(NC(=S)SC)sc(C(=O)N2CCc3ccccc3C2)c1C,1,1,-8,0,-1,1,0.1,0
Cc1ccccc1S(=O)(=O)N1C[C@H]2CON(C)[C@H]2C[C@H]1c1cccc(-c2ccccc2)c1,-15,6,-5,-3,1,0,x,3
CN1CCc2c(sc(/N=C/c3cc(C(C)(C)C)ccc3O)c2C#N)C1,7,0,-43,x,-1,x,0.6,x
# Later entries
SMILES,PGC1a acetyl inh,miR-122 sensor,RAD52 inh,PglD DTNB,ERAP1 inh,Cneo AK release,E-selectin induc,RAD54 inh
O=C(C[C@@H]1C[C@H]2c3cc(NC(=O)Nc4ccccc4F)ccc3O[C@H]2[C@H](CO)O1)NCc1ccc(Oc2ccccc2)cc1,-18,9[16.7 µM],-36,-1,4,2,-0.7,-11
COCC(=O)N1CCC2(CC1)CN(Cc1nccs1)[C@@H](CO)c1c2c2ccc(OC)cc2n1C,4,x,-42,x,-2,x,-0.4,x
CCCNC(=O)N[C@@H]1CC[C@H](CC(=O)NCCc2ccccc2)O[C@@H]1CO,-15,-3[16.7 µM],4,10,-2,0,-0.3,-4
Nc1nnc(SCc2ccccc2F)s1,3,-16,-6,-2,-2,-1,1.2,-2
O=C(c1ccc(Br)o1)N1CCN(C/C=C/c2ccccc2)CC1,8,-2,x,2,x,4,x,7
O=C(OCc1cc(=O)n2ccsc2n1)c1ccc(OC(F)F)cc1,x,-3,-7,1,4,0,x,5
O=C(COC(=O)c1ccccc1NCCO)Nc1cccc(S(=O)(=O)NC2=NCCCCC2)c1,-12,-7,-25,-5,-1,3,x,0
Cc1cccc(N2C(=O)CC(N3CCC(c4nc5ccccc5[nH]4)CC3)C2=O)c1 (stereo not drawn),-1,-8,x,1,x,-1,x,0
C[C@H]1CCCCO[C@H](CN(C)C(=O)Nc2ccc3c(c2)OCO3)[C@@H](C)CN([C@@H](C)CO)C(=O)c2cc(NS(=O)(=O)c3cn(C)cn3)ccc2O1,8,6[16.7 µM],-5,0,1,-1,-0.2,15
Cc1ccc(C)c(SCC(=O)OCC(=O)NCc2ccccc2)c1,-2,1,-5,3,-1,3,x,7
Cc1sc2ncnc(N3CCC(C(=O)N(C)CC(=O)Nc4ccccc4Br)CC3)c2c1C,4,-6,5,0,3,7,x,6
CC1=C(C)CC(C(=O)c2ccccc2)C(C(=O)O)C1 (stereo not drawn),-13,3,-4,-3,0,-1,x,4
COc1ccccc1NC(=O)C(C/C=C(/C)Cl)C(C)=O (stereo not drawn),11,5,x,-4,x,-1,x,7
O=C(C[C@@H]1C[C@H]2c3cc(NC(=O)Nc4ccccc4)ccc3O[C@H]2[C@H](CO)O1)NC1CCCCC1,0,-1[16.7 µM],-6,1,0,2,-0.5,-3
C/C(=N/NS(=O)(=O)c1ccc(C)c(C)c1)c1ccncc1,x,x,-8,x,4,-4,0.0,1
O=C(Nc1cc(Cl)ccc1-n1cncn1)c1ccc([N+](=O)[O-])o1,x,x,-15,-1,2,-5,-0.2,-1
COc1cc([N+](=O)[O-])ccc1NC(=O)CSc1nccn1C,x,2,-1,-2,0,0,4.6,-10
COc1ccccc1CNC(=O)C[C@@H]1CC[C@@H]2[C@H](COc3ccc(NS(=O)(=O)c4ccc(C)cc4)cc3C(=O)N2C)O1,-6,-3[16.7 µM],20,5,0,-4,0.0,-2
C[C@H](CO)N1C[C@H](C)[C@@H](CN(C)Cc2ccccc2)OCCCC[C@H](C)Oc2ccc(NC(=O)Nc3ccc(F)cc3)cc2C1=O,-3,-4[16.7 µM],19,-3,1,5,0.1,7
N/C(=N\OC(=O)COc1ccc2ccccc2c1)c1ccncc1,x,-8,x,-3,x,-2,x,1
COC(=O)c1ccccc1NC(=S)NC(=O)c1ccccc1,-22,-2,x,1,x,-1,x,-4
O=C(COc1ccc(F)cc1Br)NCC1COc2ccccc2O1 (stereo not drawn),-3,-3,-11,3,4,-2,x,-5
COc1ccc(NC(=O)Nc2ccc3c(c2)C(=O)N([C@@H](C)CO)C[C@H](C)[C@@H](CN(C)C(=O)CCC(F)(F)F)OCCCC[C@@H](C)O3)cc1,1,-2[16.7 µM],x,-4,x,1,0.1,5
C[C@H](CO)N1C[C@H](C)[C@H](CN(C)C(=O)NC2CCCCC2)Oc2ccc(NC(=O)C3CC3)cc2C1=O,-2,-2[16.7 µM],-6,-1,0,-2,-0.3,1
CCOC(=O)CCNCC1COc2ccccc2O1 (stereo not drawn),-1,-1,x,5,x,0,x,-8

# Given with two lines to a compound: part of the list above
# Every second line gives: PGC1a acetyl inh | miR-122 sensor | RAD52 inh | PglD DTNB | ERAP1 inh | Cneo AK release | E-selectin induc | RAD54 inh
COc1cc([N+](=O)[O-])ccc1NC(=O)CSc1nccn1C
    x | 2 | -1 | -2 | 0 | 0 | 4.6 | -10
COc1ccccc1CNC(=O)C[C@@H]1CC[C@@H]2[C@H](COc3ccc(NS(=O)(=O)c4ccc(C)cc4)cc3C(=O)N2C)O1
    -6 | -3[16.7 µM] | 20 | 5 | 0 | -4 | 0.0 | -2
C[C@H](CO)N1C[C@H](C)[C@@H](CN(C)Cc2ccccc2)OCCCC[C@H](C)Oc2ccc(NC(=O)Nc3ccc(F)cc3)cc2C1=O
    -3 | -4[16.7 µM] | 19 | -3 | 1 | 5 | 0.1 | 7
N/C(=N\OC(=O)COc1ccc2ccccc2c1)c1ccncc1
    x | -8 | x | -3 | x | -2 | x | 1
COC(=O)c1ccccc1NC(=S)NC(=O)c1ccccc1
    -22 | -2 | x | 1 | x | -1 | x | -4
O=C(COc1ccc(F)cc1Br)NCC1COc2ccccc2O1 (stereo not drawn)
    -3 | -3 | -11 | 3 | 4 | -2 | x | -5
COc1ccc(NC(=O)Nc2ccc3c(c2)C(=O)N([C@@H](C)CO)C[C@H](C)[C@@H](CN(C)C(=O)CCC(F)(F)F)OCCCC[C@@H](C)O3)cc1
    1 | -2[16.7 µM] | x | -4 | x | 1 | 0.1 | 5
C[C@H](CO)N1C[C@H](C)[C@H](CN(C)C(=O)NC2CCCCC2)Oc2ccc(NC(=O)C3CC3)cc2C1=O
    -2 | -2[16.7 µM] | -6 | -1 | 0 | -2 | -0.3 | 1
CCOC(=O)CCNCC1COc2ccccc2O1 (stereo not drawn)
    -1 | -1 | x | 5 | x | 0 | x | -8

# Continuation:
SMILES,PGC1a acetyl inh,miR-122 sensor,RAD52 inh,PglD DTNB,ERAP1 inh,Cneo AK release,E-selectin induc,RAD54 inh
Cc1ccccc1-c1cc2nc(NCc3ccccc3F)n(C)c(=O)c2s1,x,-3,-15,-1,-1,1,1.0,-2
CC(C)c1ccc(S(=O)(=O)NCCCN2CCOCC2)cc1,x,3,-7,0,-3,-2,x,4
CCn1cc(S(=O)(=O)CC(=O)Nc2ccc(C)cc2)c2ccccc21,6,98*,x,2,x,-3,x,7
COc1ccccc1CC1(C)NC(=O)N(CC(=O)N2CCc3ccccc3C2)C1=O (stereo not drawn),-9,-1,x,-5,x,2,x,-2
C[C@@H]1CN([C@H](C)CO)C(=O)c2cc(-c3cccc(C#N)c3)cnc2O[C@H]1CN(C)Cc1cncnc1,9,3[16.7 µM],0,1,-1,-1,-0.3,-3
Cc1cccc(CNC(=O)c2ccc3nc(Cc4ccccc4F)oc3c2)n1,x,x,-25,5,-1,10,0.2,2
COc1cccc(/C=C/C(=O)c2ccc3c(c2)OCO3)c1OC,-2,1,3,-2,4,-2,x,-6
Cc1ccc(Cl)cc1N1CCN(CC(=O)Nc2ccc(CN3CCCCC3)cc2)CC1,x,x,22,0,0,9,x,-2

# Screens as filed in PubChem.
